# PAFAH1B3 FP inh: blocks human PAF acetylhydrolase 1B catalytic subunit 3; Q15102; recombinant PAFAH1B3, FP-rhodamine probe, fluorescence polarization; inhibition, % at 3.39 µM; 340,000 tested, 0.28% active;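 active means inhibition above the screen-wide average of all tested compounds plus 3 SD, cut at about 25% in these data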;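 further: 0% = enzyme with DMSO only and 100% = wells lacking PAFAH1B3 protein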
# Target sequence (Q15102 whole entry, looked up): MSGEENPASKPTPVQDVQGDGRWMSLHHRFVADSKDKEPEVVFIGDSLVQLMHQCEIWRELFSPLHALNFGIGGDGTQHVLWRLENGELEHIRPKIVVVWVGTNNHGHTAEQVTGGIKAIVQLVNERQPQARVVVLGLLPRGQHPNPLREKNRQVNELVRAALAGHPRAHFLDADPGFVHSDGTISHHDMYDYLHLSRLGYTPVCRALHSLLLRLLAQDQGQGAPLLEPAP
# PAFAH2 FP inh: PAFAH2 (human) inhibition; recombinant PAFAH2, FP-rhodamine activity probe, fluorescence polarization; Q99487; inhibition, % at 3.39 µM; AID 492956; 340,000 tested, 0.99% active;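 active means inhibition above the mean over all tested compounds plus 3 SD, cut at about 30% in these data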;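 further: inhibitors block probe labeling of enzyme so polarization drops; 0% = enzyme with DMSO and 100% = wells lacking PAFAH2 protein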
# PAFAH1B2 FP inh: PAFAH1B2 (human) inhibition; P68402; recombinant PAFAH1B2, FP-rhodamine activity probe, fluorescence polarization; inhibition, % at 3.39 µM; 340,000 tested, 1.2% active;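 active means inhibition above the mean of all tested compounds plus 3 SD, cut at about 24% in these data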;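 further: 0% = enzyme with DMSO and 100% = wells lacking PAFAH1B2; many of its hits are not listed in these tables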
# Target sequence (P68402 whole entry, looked up): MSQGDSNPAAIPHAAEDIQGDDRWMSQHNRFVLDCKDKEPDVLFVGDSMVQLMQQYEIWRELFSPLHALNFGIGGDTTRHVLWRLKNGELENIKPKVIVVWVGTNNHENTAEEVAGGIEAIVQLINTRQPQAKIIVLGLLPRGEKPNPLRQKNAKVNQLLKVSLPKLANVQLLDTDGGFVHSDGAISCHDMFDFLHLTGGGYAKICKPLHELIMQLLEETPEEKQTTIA
# * hit, by the source's call. Not all compounds are listed, so the mix of outcomes need not match the whole.
1. CCCC1(C)C(C#N)C(=O)NC(=O)C1C#N (configuration not stated)
2. COC(=O)[C@H](Cc1ccccc1)NS(=O)(=O)c1ccc(F)cc1Br
3. COC(=O)[C@H](Cc1c[nH]c2ccccc12)NCc1cccc(B(O)O)c1
4. CN(CC(=O)Nc1ccc(F)cc1)C(=O)C1Cc2ccccc2CN1S(C)(=O)=O (configuration not stated)
5. CC12CCC3c4ccc(OCC(=O)O)cc4CCC3C1CCC2=O (configuration not stated)
6. CC1CCC(NC(=O)C2CCC(CNS(=O)(=O)c3ccccc3)CC2)CC1 (configuration not stated)
7. CC(C)(C)C(=O)/C(=C/c1ccc(Cl)cc1)n1cncn1
8. CC(C)(c1ccc(O)c([N+](=O)[O-])c1)c1ccc(O)c([N+](=O)[O-])c1
Compound	1	2	3	4	5	6	7	8
PAFAH1B3 FP inh	1.2	-4.8	-0.5	7.7	6.0	4.8	4.0	1.3
PAFAH2 FP inh	1.4	-5.9	1.8	-4.5	3.4	-0.3	-4.3	0.6
PAFAH1B2 FP inh	6.6	4.3	3.0	6.6	18.9	3.9	8.7	26.0*

9. Cc1ccc(/C(O)=C2/C(=O)C(=O)N(CCCn3ccnc3)C2c2cccnc2)cc1 (configuration not stated)
10. O=C(CNC(=O)OCc1ccccc1)NC(Cc1cnc[nH]1)C(=O)O (configuration not stated)
11. O=S(=O)(c1cc(Cl)ccc1Cl)n1ccnc1
12. CSc1nnc2c(=O)[nH]c(=O)n(C)c2n1
13. COc1ccccc1NC(=O)CSc1n[nH]c(-c2ccco2)n1
14. CC(=O)c1cccc(NC(=O)COC(=O)CCC(=O)c2cccs2)c1
15. O=C1NC(=O)/C(=C/c2ccc(-c3cccc([N+](=O)[O-])c3)o2)S1
16. O=C1c2ccccc2C(=O)N1c1ccccc1
Compound	9	10	11	12	13	14	15	16
PAFAH1B3 FP inh	3.6	7.3	-4.0	3.3	6.4	2.5	17.1	7.5
PAFAH2 FP inh	1.8	1.1	-1.1	-0.3	0.6	5.7	12.5	6.2
PAFAH1B2 FP inh	-0.4	4.9	0.5	-0.8	3.0	2.1	5.3	12.2

# Three structures from above, sorted by formula weight, largest number first:
15. O=C1NC(=O)/C(=C/c2ccc(-c3cccc([N+](=O)[O-])c3)o2)S1
11. O=S(=O)(c1cc(Cl)ccc1Cl)n1ccnc1
16. O=C1c2ccccc2C(=O)N1c1ccccc1
Compound	15	11	16
PAFAH1B3 FP inh	17.1	-4.0	7.5
PAFAH2 FP inh	12.5	-1.1	6.2
PAFAH1B2 FP inh	5.3	0.5	12.2

# Other records follow.
17. CC(OC(=O)CC(C)c1ccccc1)C(=O)Nc1ccc(Cl)cn1 (configuration not stated)
18. CN=C1c2cc3cc(OC)ccc3n2CCN1Cc1ccccc1
19. O=C(NNC(=O)c1ccccc1C(=O)O)c1ccc(S(=O)(=O)N2CCCCC2)cc1
20. CCOC(=O)N(Cc1ccccc1)C1CC1
21. O=C(Nc1nccs1)C1CC(=O)N(CCc2ccccc2)C1 (configuration not stated)
22. COc1ccc(Cl)cc1CC=NNC(=O)c1cccc(C)c1O
23. Cc1ccc(S(=O)(=O)c2ccc(NN)cc2)cc1
24. CN(C)c1cccc(F)c1C(=O)NC(=O)Nc1ccc(Cl)cc1
Compound	17	18	19	20	21	22	23	24
PAFAH1B3 FP inh	2.4	4.8	-7.4	0.0	8.0	4.0	2.6	4.0
PAFAH2 FP inh	5.2	0.4	10.3	2.9	-0.7	6.0	1.3	8.7
PAFAH1B2 FP inh	4.9	-1.8	7.5	3.2	6.5	0.0	9.8	4.5

25. CCn1nc(C(=O)NCc2nnc3ccccn23)c2ccccc2c1=O
26. Cc1cc(Cl)ccc1NS(=O)(=O)c1c(C)[nH]c(=O)[nH]c1=O
27. CCOc1ccc(CCNC(=O)c2ccc(C)c(S(=O)(=O)N3CCOCC3)c2)cc1OCC
28. Cc1ccc(NC(=O)CN2C(=O)NC3(CCCc4ccccc43)C2=O)c(C)c1 (configuration not stated)
29. c1cncc(CNCc2ccco2)c1
30. CN(Cc1ccccc1)CC1C2CCC(C2)C1O (configuration not stated)
31. O=C(/C=C\Nc1ccc(S(=O)(=O)Nc2ncccn2)cc1)c1ccccc1
32. CC(C)CNC(=O)COC(=O)c1c2c(nc3ccccc13)/C(=C\c1cccs1)CC2
33. Cc1c(C)c2c(OCC(=O)NCC(C)C)cc3c(c2oc1=O)CCC(C)(C)O3
Compound	25	26	27	28	29	30	31	32	33
PAFAH1B3 FP inh	7.0	6.9	1.7	-1.1	0.7	3.0	0.7	1.6	6.3
PAFAH2 FP inh	0.0	-1.6	0.1	-3.7	2.4	-1.5	-1.7	-1.2	71.8*
PAFAH1B2 FP inh	0.5	12.3	4.8	-0.8	-3.2	0.1	1.2	2.2	4.0

# An excerpt from above in order of the PAFAH2 FP inh value, highest first:
33. Cc1c(C)c2c(OCC(=O)NCC(C)C)cc3c(c2oc1=O)CCC(C)(C)O3
29. c1cncc(CNCc2ccco2)c1
27. CCOc1ccc(CCNC(=O)c2ccc(C)c(S(=O)(=O)N3CCOCC3)c2)cc1OCC
32. CC(C)CNC(=O)COC(=O)c1c2c(nc3ccccc13)/C(=C\c1cccs1)CC2
26. Cc1cc(Cl)ccc1NS(=O)(=O)c1c(C)[nH]c(=O)[nH]c1=O
31. O=C(/C=C\Nc1ccc(S(=O)(=O)Nc2ncccn2)cc1)c1ccccc1
28. Cc1ccc(NC(=O)CN2C(=O)NC3(CCCc4ccccc43)C2=O)c(C)c1 (configuration not stated)
Compound	33	29	27	32	26	31	28
PAFAH1B3 FP inh	6.3	0.7	1.7	1.6	6.9	0.7	-1.1
PAFAH2 FP inh	71.8*	2.4	0.1	-1.2	-1.6	-1.7	-3.7
PAFAH1B2 FP inh	4.0	-3.2	4.8	2.2	12.3	1.2	-0.8

# High-throughput results deposited in PubChem by The Scripps Research Institute Molecular Screening Center.
